High-throughput results deposited in PubChem by several laboratories.
mABHD4 FP = inhibits mouse alpha/beta hydrolase domain 4; 0.54% of 370,000 active; Q8VD66; purified mABHD4, FP-Rh probe fluorescence polarization; inhibition, % at 8.92 µM;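 active = inhibition exceeding the mean over every tested compound plus 3 SD, cut at about 30% in these data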;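 note: 0% = plate median of compound wells and 100% = S159A mutant with DMSO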
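Doses – 8.92 µM, single dose · Material – wild-type mouse ABHD4 protein · Replication – single well per compound (singlicate) · Measure – percent inhibition of probe binding, normalized to plate controls · Schedule – 45 min compound pre-incubation plus 60 min probe step, 25 °C · Detection – fluorescence polarization with parallel and perpendicular emission, 525/598 nm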
NR1D1 modulator = Rev-erb alpha (human) modulation | Rev-erbα–FITC-DNA binding, fluorescence polarization, 90 min | activity, % at 10 µM | 0.79% of 370,000 active | AID 1259318;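 active = activity above about 14%, limit read from the data; passing the limit was not always enough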;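 note: 0% = DMSO wells with 35 nM protein and 100% = DMSO wells with 750 nM protein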
Target sequence (P20393 whole entry, looked up): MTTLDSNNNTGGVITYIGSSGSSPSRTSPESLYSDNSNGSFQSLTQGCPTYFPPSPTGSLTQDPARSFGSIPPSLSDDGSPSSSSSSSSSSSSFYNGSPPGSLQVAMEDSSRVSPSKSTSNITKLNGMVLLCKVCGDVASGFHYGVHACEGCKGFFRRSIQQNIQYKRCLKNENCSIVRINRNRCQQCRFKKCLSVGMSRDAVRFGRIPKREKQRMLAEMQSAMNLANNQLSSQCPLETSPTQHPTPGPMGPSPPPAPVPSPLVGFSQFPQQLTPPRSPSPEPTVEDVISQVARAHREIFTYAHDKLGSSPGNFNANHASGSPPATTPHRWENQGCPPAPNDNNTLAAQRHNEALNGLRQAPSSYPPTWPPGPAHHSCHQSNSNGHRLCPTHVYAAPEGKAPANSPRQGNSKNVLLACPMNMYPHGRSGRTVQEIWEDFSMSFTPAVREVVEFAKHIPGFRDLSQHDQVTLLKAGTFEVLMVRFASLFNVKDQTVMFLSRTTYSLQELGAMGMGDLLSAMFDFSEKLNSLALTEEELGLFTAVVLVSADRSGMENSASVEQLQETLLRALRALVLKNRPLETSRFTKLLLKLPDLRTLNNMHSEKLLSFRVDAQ
TCR CD3 inh = inhibitors of human TCR-CD3 interaction; TAMRA-labeled TCR probe fluorescence, biochemical; inhibition, % at 9.4 µM; 0.37% of 360,000 active; in the data active = inhibition above about 19%;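 note: recombinant mutant TCR 2C K166C tagged with TAMRA read by polarization; 0% = receptor in buffer alone and 100% = receptor with positive control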
HTRA1 inh = HTRA1 (human) protease inhibition; Q92743; recombinant HTRA1, FP-rhodamine activity-based probe, fluorescence polarization; inhibition, % at 5.96 µM; 0.5% of 340,000 active; AID 504803; in the data active = inhibition above about 36%;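 note: 0% = enzyme with DMSO and 100% = wells lacking enzyme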
Target sequence (Q92743 whole entry, looked up): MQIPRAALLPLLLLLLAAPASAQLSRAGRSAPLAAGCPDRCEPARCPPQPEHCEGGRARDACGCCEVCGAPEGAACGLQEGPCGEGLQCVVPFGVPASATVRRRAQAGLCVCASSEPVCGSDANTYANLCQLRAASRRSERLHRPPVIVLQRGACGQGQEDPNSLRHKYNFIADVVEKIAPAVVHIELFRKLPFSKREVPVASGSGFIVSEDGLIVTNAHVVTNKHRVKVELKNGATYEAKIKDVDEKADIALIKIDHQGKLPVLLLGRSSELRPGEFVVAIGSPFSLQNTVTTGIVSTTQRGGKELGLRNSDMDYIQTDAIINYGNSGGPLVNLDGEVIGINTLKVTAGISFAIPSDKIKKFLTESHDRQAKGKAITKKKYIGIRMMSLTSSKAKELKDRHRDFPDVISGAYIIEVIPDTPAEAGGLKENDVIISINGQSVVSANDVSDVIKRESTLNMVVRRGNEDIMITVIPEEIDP
PRMT1 FP inh = blocks human protein arginine methyltransferase 1; Q99873; inhibition, % at 2.79 µM; recombinant PRMT1, activity-based probe fluorescence polarization; 1.3% of 370,000 active;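 active = inhibition above about 21% made by adding two undisclosed values, limit read from the data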
rCAG binder = r(CAG) repeat RNA binding | TO-PRO-1 dye displacement fluorescence | inhibition, % at 3 µM | 1.3% of 370,000 active | AID 651821;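 active = inhibition above the plate cutoff, the mean of all test compounds on that plate plus 3 SD, cut at about 35% in these data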;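 note: 0% = DMSO alone and 100% = 100 µM mitoxantrone as full dye displacement; higher means more dye released from RNA so lower well fluorescence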
LEDGF integ inh = blocks HIV-1 LEDGF/p75-dependent DNA integration | AID 743269 | TR-FRET IN-LEDGF/p75 DNA integration, Eu/Cy5 | inhibition, % at 3.7 µM | 0.64% of 370,000 active;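 active = inhibition above the screen-wide mean plus 3 SD, cut at about 13% in these data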;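 note: signal is the Cy5 over europium emission ratio at 671 and 618 nm; 0% = plate median of compound wells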
UHRF1 MBD2 ctr = UHRF1 methyl-DNA binding inhibition; 0.75% of 370,000 active; Q96T88; inhibition, % at 4.4 µM; UHRF1 binding to methylated oligo, TR-FRET; in the data active = inhibition above about 21%;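 note: UHRF1 SRA domain binding a hemimethylated CpG hairpin DNA probe; 0% = median of test compound wells and 100% = reference inhibitor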
MBD2 DNA inh = blocks human MBD2 binding to methylated DNA | 0.31% of 370,000 active | inhibition, % at 4.4 µM | TR-FRET, MBD2 binding to methylated oligonucleotide | Q9UBB5; in the data active = inhibition above about 13%
PG9 binder = binds the HIV-1 gp120 antibody PG9; AID 624416; inhibition, % at 6.7 µM; TR-FRET gp120-PG9 antibody binding; 0.43% of 360,000 active; in the data active = inhibition above about 8.5%
* hit, by the source's call; · = no result given; & = joins results of further samples. Not all compounds are listed, so the mix of outcomes need not match the whole.

cpd	structure	mABHD4 FP	NR1D1 modulator	TCR CD3 inh	HTRA1 inh	PRMT1 FP inh	rCAG binder	LEDGF integ inh	UHRF1 MBD2 ctr	MBD2 DNA inh	PG9 binder
1	O=C(NC1CCc2ccccc21)c1cc(COc2cncc(Cl)c2)on1 (stereo unspecified)	-7	6	-3	-12	-2	-1	3	0	1	-1.9
2	COC(=O)Cc1ccc(NC(=S)N2CCN(c3ccccn3)CC2)cc1	4	3	1	4	0	-3	-2	0	2	0.1
3	COc1ccc(S(=O)(=O)NC(=O)C2(C)CCN2C(=O)CC2CCCCC2)cc1OC (stereo unspecified)	2	-10	-2	·	-5	4	1	0	-1	-1.9
4	Cc1cc(C)nc(NC2=NCCN2C(=S)Nc2ccc(C)c(C)c2)n1	-1	-2	-3	-6	6	1	0	5	3	-0.3
5	CCc1ccccc1N(C(=O)c1snc(C(N)=O)c1N)C(C(=O)NCC1CCCO1)c1ccc(OC)c(OC)c1 (stereo unspecified)	2	-1	-1	-3	1	-4	-5	0	4	0.0
6	CSCCC(=O)N1CC[C@@H](N2CCN(c3ccccc3F)CC2)[C@H](O)C1	-4	1	8	1	0	-6	-3	0	2	-0.4
7	CS(=O)(=O)N(CC(=O)Nc1ccc2c(c1)OCO2)c1ccccc1	1	3	-6	9	1	-1	-1	1	1	0.9
8	CC1(C)S[C@@H]2[C@H](NC(=O)Cc3ccccc3)C(=O)N2[C@H]1C(=O)O	1&1	9&10&-2	1&2	10&-1	1&-3	9&10	-3&-2	-5&-3	-7&3	0.1&-0.2
9	Cc1cccc(N2CCN(C(=O)COc3ccc4c(c3)CCC4)CC2C)c1 (stereo unspecified)	-7	-2	4	-14	-2	-3	4	-3	5	1.2
10	COc1ccc(OC)c(CCNC(=O)c2cccc(NC(=O)C3=C(C)OCCS3)c2)c1	-9	7	3	-11	-2	-2	3	-2	0	-1.5
11	Oc1cccc(C2c3[nH]c4ccccc4c3CCN2Cc2ccoc2)c1 (stereo unspecified)	-2	-3	-4	-8	3	4	-3	1	1	0.1
12	C=CCOc1c(CNc2ncn[nH]2)cccc1OC	1	1	5	1	-1	3	0	2	-4	-1.5
13	CCOc1ccccc1C(=O)OCC(=O)Nc1cc(Cl)ccc1Oc1ccccc1	-9	2	-3	-28	-2	1	0	1	-4	-0.2
14	N#Cc1ccccc1COC(=O)c1ccc2c(c1)OCO2	-17	0	1	0	9	0	-5	6	3	-0.7
15	COc1ccccc1NC(=O)CCc1nnc2ccc(N3CCN(C)CC3)nn12	5	3	-2	7	3	0	0	-2	2	-0.8
16	COC(=O)c1ccccc1NC(=O)CN(C)S(=O)(=O)c1cc(C)ccc1OC	1	2	0	-11	5	-5	-1	6	-3	-1.0
17	CCCCc1ccc(-n2c(Cc3cccs3)n[nH]c2=S)cc1	-2	-3	4	-1	21*	7	-2	-2	0	-1.5
18	O=C1CCN(Cc2ccc(O)cc2)CCN1CCO	4&2	0&-6	1&4	4	-1&-4	0&3	-2&1	-4&1	-1&-3	-2.8&1.8
19	Cc1ccc(C(C)(C)C)c(OCCCCN2CCCC2)c1	15	0	4	2	-1	-4	4	3	2	0.6
20	CCOC(=O)Cc1csc(SCC(=O)c2c(N)n(CC(C)C)c(=O)n(C)c2=O)n1	-2	0	4	-3	-2	-4	0	0	-7	-0.6
21	CC1=C(C(=O)Nc2cccc(C(=O)NCc3ccccc3C)c2)SCCO1	-4	-7	-3	-6	-3	-2	-3	-1	-6	-2.8
22	COc1ccc2ccccc2c1/C=N\n1c(C)cc(C)c(C(N)=O)c1=O	5	-1	-7	6	2	-3	-4	-2	-1	-1.1
23	O=S(=O)(NCCN1CCOCC1)c1cccs1	1	6	-7	1	-1	-3	-2	3	-1	0.0
24	C/C(=C/CCC(C)(O)C1CC[C@@]2(C)[C@@H]3CC=C4[C@@H](CC[C@H](O[C@H]5O[C@@H](CO)[C@H](O)[C@@H](O)[C@@H]5O)C4(C)C)[C@]3(C)C(=O)C[C@]12C)CO[C@@H]1O[C@H](CO)[C@@H](O)[C@H](O)[C@H]1O (stereo partly specified)	8	-8	2	-4	-2	0	-2	3	3	1.2
25	CCC(=O)Nc1cc(-c2nnc(OC)c3ccccc23)ccc1N1CCOCC1	0	-1	4	0	-1	-6	1	6	2	-1.2
26	COC(=O)c1ccc(CN2CCC(CO)(Cc3ccccc3Cl)CC2)cc1	-2	2	3	-9	-5	-9	3	-1	5	0.1
27	Cc1ccc(-n2nnnc2SCC(=O)c2cc(C)n(CC3CCCO3)c2C)cc1 (stereo unspecified)	2	2	0	-1	-1	-4	3	1	0	0.6
28	COCCn1c(=NC(=O)CCS(=O)(=O)c2ccccc2)sc2cc(C)ccc21	0	15	-2	-1	5	0	-6	-3	2	0.8
29	Cc1cc(C)n(CC(=O)N2N=C(C(F)F)CC2(O)C(F)F)n1 (stereo unspecified)	0	0	8	4	-3	-1	-2	1	-1	3.2
30	CC(NCC(O)COc1ccc(Br)cc1)c1ccccc1 (stereo unspecified)	3	-5	5	0	0	1	2	0	-1	-2.6
31	CCc1nc(C)ccc1OCC(=O)N1CCc2c([nH]c3ccccc23)C1c1ccccn1 (stereo unspecified)	-5	1	10	-17	-4	-7	1	-2	3	0.1
32	O=C(NC(NC(=S)Nc1cccc(Cl)c1)C(Cl)(Cl)Cl)OCc1ccccc1 (stereo unspecified)	-122	-4	24*	-85	1	9	4	1	0	-0.8
33	Cc1ccsc1CNC(=O)C1(C)CCN1C(C)C (stereo unspecified)	4	8	-2	·	1	0	-1	1	-4	1.4
34	CCN(CC)CCCN1C(=O)c2oc3ccccc3c(=O)c2C1c1cccnc1 (stereo unspecified)	3	4	6	3	3	5	1	-5	-1	1.2
35	O=C(CCc1nc2sc3c(c2c(=O)[nH]1)CCCC3)NCCc1ccc(Cl)cc1	-20	21*	-1	-10	-3	20	4	-4	-1	5.2
36	O=C(CCCn1c(=S)[nH]c2cc3c(cc2c1=O)OCO3)NC1CC1	7	3	4	2	1	-1	-1	0	-2	0.4
37	COC(=O)c1cc(COC(=O)c2ccc(OC)c(S(=O)(=O)N3CCCC3)c2)oc1C	-5	0	2	1	1	0	2	-2	-2	-1.5
38	CC1CC(C)CN(C(=O)c2cccc(NC(=O)CC3SC(N4CCCCC4)=NC3=O)c2)C1 (stereo unspecified)	-5	1	-1	-7	-3	-1	1	2	0	0.5
39	CSC(SC)=C(C#N)C(=O)c1ccccc1	4	-6	7	1	-1	13	3	1	1	-1.1
40	CCCCn1c(N)c(N(CCOC)C(=O)C2CCN(S(=O)(=O)c3ccc(C)cc3C)CC2)c(=O)[nH]c1=O	3	-7	3	0	-1	1	2	-2	3	-2.3
41	Cc1ccc(S(=O)(=O)NCC2CCC(C(=O)NC3CCCCC3)CC2)cc1 (stereo unspecified)	1	3	13	-1	-3	-8	3	-2	-7	-1.6
42	Cc1noc(C)c1C(=O)N1CCCC1	8	-1	3	-3	-2	7	1	3	2	-1.8
43	Cc1nn(-c2ccccc2)c(C)c1NC(=O)COC(=O)C1CC(=O)N(CCc2ccccc2)C1 (stereo unspecified)	-2	-1	7	8	1	-4	1	-3	-2	-1.0
44	O=C(Cn1cc(COc2c(Br)cc(F)cc2Br)nn1)c1ccc(O)cc1	-6	-7	2	-4	2	12	3	21*	13	-2.0
45	C=CCOc1ccc(/C=C2/C(=O)ON=C2C)cc1OCC	8	0	1	2	-4	2	-1	1	-2	0.7
46	Cc1cccn2c(=O)c3cc(C(=O)N4COCC4(C)C)n(Cc4ccccc4)c3nc12	2	31*	-4	-10	2	-3	-5	0	1	-0.2
47	CN(Cc1ccccc1)C(=O)CCn1c(=O)oc2ccccc21	2	11	1	1	-4	1	-3	0	-2	-1.2
48	COc1ccc(N2C(=O)CSC(c3ccccc3)C2=O)cc1 (stereo unspecified)	-8	-1	0	-5	-3	3	6	-1	0	-2.0
49	Cc1ccc(OCc2cc(C(=O)NCC(C)(C)N3CCOCC3)no2)cc1C	-2	-4	8	2	0	-9	0	-2	2	-2.9
50	Cc1cc(NC(=O)CC(CN(C)S(=O)(=O)c2ccccc2)c2ccccc2)no1 (stereo unspecified)	-12	0	1	-21	5	1	-3	8	8	2.4

The list continues.
cpd	structure	mABHD4 FP	NR1D1 modulator	TCR CD3 inh	HTRA1 inh	PRMT1 FP inh	rCAG binder	LEDGF integ inh	UHRF1 MBD2 ctr	MBD2 DNA inh	PG9 binder
51	Cc1nonc1NC(=O)c1ccc(Cl)c(S(=O)(=O)N2CCCCC2)c1	5	0	2	0	0	3	-4	0	-3	-1.3
52	CN(C)S(=O)(=O)c1ccc(Cl)c(-c2nnc3n2CCCCC3)c1	1	-2	5	6	0	2	5	-4	-2	-1.3
53	CCCCCCCCN1C(=O)[C@@H](CC(=O)NCc2cccc(C(F)(F)F)c2)C[C@@]2(C(=O)OC)C1=C[C@H](COCc1ccccc1)O[C@@H]2C	-9	10	·	·	-3	5	8	0	1	·
54	O=C(CCCCn1c(=O)c2ccccc2n(Cc2ccccc2F)c1=O)NC1CCN(Cc2ccccc2)CC1	-6	1	2	-14	-1	-2	0	0	4	0.1
55	C[C@@H]1COc2cccc(N3CCC[C@@H]3CO)c2S(=O)(=O)N1	7	-1	7	·	-3	1	-3	2	-1	-2.4
56	COc1ccc(CCC(=O)NCCS(=O)(=O)N2CCN(c3ccc(F)cc3)CC2)cc1	7	-1	-4	0	-3	-5	0	2	-5	-1.1
57	CCOc1cc(/C=C/C(=O)O)ccc1OCCO	-4	-4	4	-1	-2	0	1	-1	0	0.6
58	CCCn1nnc(NC(=O)c2cccnc2Cl)n1	-1	-7	-4	0	-1	0	2	-2	-2	1.4
59	O=C(NCCCN1CCOCC1)c1nn2c(C(F)(F)F)cc(-c3ccco3)nc2c1Cl	-1	1	6	-2	-2	4	1	-7	-3	-1.5
60	COc1cccc(-c2ncc3ccccc3c2COC(=O)N2CCCCC2)c1	-4	-7	1	-31	-1	-2	0	-2	-5	-0.7
61	O=C1O[C@@H](c2ccccc2)C[C@@H](O)[C@H](O)CCCCc2ccccc21	2	-6	8	·	-1	-2	1	0	1	-0.4
62	C[C@H](CO)N1C[C@H](C)[C@@H](CN(C)C(=O)Nc2ccccc2)Oc2ccc(NC(=O)c3ccncc3)cc2C1=O	2	2	6	0	-2	-6	-1	-1	4	-1.3
63	C[C@H](CO)N1C[C@H](C)[C@@H](CN(C)Cc2ccc3c(c2)OCO3)Oc2c(NC(=O)C3CCCCC3)cccc2C1=O	-12	3	5	-30	-1	6	1	0	-6	-1.3
64	CCOc1ccc(CCNC(=O)COC(=O)c2cc(S(=O)(=O)N3CCOCC3)ccc2F)cc1OCC	4	1	4	12	-2	-3	0	1	1	-0.1
65	C=CCn1c(=O)c(C(=O)NCCc2ccc(Cl)cc2)c(O)c2cc(OC)c(OC)cc21	2	29*	9	4	-1	2	-2	-2	-3	-0.3
66	CCSCc1nnc(SCC(=O)Nc2cccc(SC)c2)n1C	-2	-3	7	4	0	0	2	-1	1	-1.1

Part of the list above, with values under each structure.
Second line of a record: mABHD4 FP | NR1D1 modulator | TCR CD3 inh | HTRA1 inh | PRMT1 FP inh | rCAG binder | LEDGF integ inh | UHRF1 MBD2 ctr | MBD2 DNA inh | PG9 binder
64) CCOc1ccc(CCNC(=O)COC(=O)c2cc(S(=O)(=O)N3CCOCC3)ccc2F)cc1OCC
  4 | 1 | 4 | 12 | -2 | -3 | 0 | 1 | 1 | -0.1
59) O=C(NCCCN1CCOCC1)c1nn2c(C(F)(F)F)cc(-c3ccco3)nc2c1Cl
  -1 | 1 | 6 | -2 | -2 | 4 | 1 | -7 | -3 | -1.5
